# Source: PubChem BioAssay
# GBA activity up = increases beta-glucosidase activity in Gaucher fibroblasts. L444P Gaucher fibroblasts, 4-MU-glucoside fluorescence, 3 days. AID 784. actives 0.44% (n = 30,000). activation, % at 10 µM. P04062; in the data active means activation above about 65%;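 further: 0% = vehicle wells and 100% = positive control wells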
# Target sequence (P04062 whole entry L483P): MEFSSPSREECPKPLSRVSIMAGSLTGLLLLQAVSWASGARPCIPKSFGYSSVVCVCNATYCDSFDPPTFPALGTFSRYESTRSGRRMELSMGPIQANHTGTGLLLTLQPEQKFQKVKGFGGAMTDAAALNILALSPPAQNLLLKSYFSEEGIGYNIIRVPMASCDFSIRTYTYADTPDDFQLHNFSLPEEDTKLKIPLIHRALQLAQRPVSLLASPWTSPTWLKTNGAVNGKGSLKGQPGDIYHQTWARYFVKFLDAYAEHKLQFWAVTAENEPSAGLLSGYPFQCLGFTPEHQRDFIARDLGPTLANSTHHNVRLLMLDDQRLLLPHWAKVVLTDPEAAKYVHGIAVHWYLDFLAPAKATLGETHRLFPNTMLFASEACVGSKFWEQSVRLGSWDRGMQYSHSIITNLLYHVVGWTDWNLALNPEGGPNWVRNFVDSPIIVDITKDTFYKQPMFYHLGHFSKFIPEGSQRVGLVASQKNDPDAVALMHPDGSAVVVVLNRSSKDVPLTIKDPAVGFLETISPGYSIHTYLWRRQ
# * = called active by the depositor. Not all compounds are listed (hit frequency here may not be typical).
SMILES,GBA activity up
COc1ccccc1N1CCN(S(=O)(=O)CC23CCC(CC2=O)C3(C)C)CC1 (stereo not given),-11
CCOC(=O)C1=C(c2ccccc2)N2CCS(=O)(=O)N=C2S1,-20
N#CC(C(=O)NC1CCCCC1)c1nc2ccccc2nc1N1CCN(c2ccc(F)cc2)CC1 (stereo not given),-38
Cc1cc(=O)[nH]c2c1c(=O)[nH]n2C1CC(C)N(C)CC1C (stereo not given),-14
COCCCn1c(=N)c(C(=O)NCC2CCCO2)cc2c(=O)n3ccccc3nc21 (stereo not given),-2
CC(C)Oc1ccc(C2CC(=O)NC3=C2C(=O)CCC3)cc1 (stereo not given),-25
CCOCCCNC(=O)N[C@@H](Cc1ccccc1)C(=O)OC,11
O=C(CSCSCC(=O)Nc1ccc2c(c1)OCO2)Nc1ccc2c(c1)OCO2,0
CC(=O)Nc1cccc(NC(=O)c2cc(C)on2)c1,-5
CCOCCCNC(=O)C1CC(=O)N(C2CCCC2)C1 (stereo not given),0
Cc1ccccc1C(OCC(O)CN1CCCCC1CCO)c1ccccc1 (stereo not given),-15
Cc1ccc(-c2cc(C(=O)O)n[nH]2)o1,-22
O=C(Nc1ncc2c(n1)CC(c1ccco1)CC2=O)c1ccccc1 (stereo not given),5
O=S(=O)(Nc1ccc(Cc2ccncc2)cc1)N1CCCC1,-9
c1csc(CN2CCN(Cc3cccs3)C2c2cccs2)c1,-15
Cc1cccc(C)c1-n1nnnc1S(=O)(=O)Cc1ccccc1Cl,-4
Cc1nc2c(cc(Oc3ccc(S(=O)(=O)N4CCOCC4)cn3)c3ccsc32)s1,-10
Cc1nnc(SCc2ccccc2F)n1NCc1cccs1,0
Cc1nn(CC(=O)Nc2ccc3c(c2)oc2ccccc23)c(=O)c2ccccc12,-4
COc1ccc(Cn2c(C)nc3c(c2=O)c2nc4ccccc4nc2n3Cc2ccco2)cc1,-82
CC1CCCC(C)N1C(=O)c1cc(F)c(F)cc1Cl (stereo not given),-13
O=C(c1cccs1)N1CCC(c2ccccc2)C1 (stereo not given),-17
O=C(O)C1CCCN1S(=O)(=O)c1ccc2[nH]c(=O)c(=O)[nH]c2c1 (stereo not given),-18
O=C(c1ccc(F)cc1)C(CN1CCOCC1)c1ccccc1 (stereo not given),-74
CCCn1c(N2CCN(C(=O)N3CCCCC3)CC2)nc2ccccc21,13
CCN(CC)c1ccc(CNC23CN4CN(CN(C4)C2)C3)cc1,3
Cc1noc(C)c1C(=O)OCC(=O)NC(=O)NC12CC3CC(CC(C3)C1)C2,-10
O=C(CCC(=O)c1cccs1)OCc1nc2ccccc2s1,-3
O=C(c1ccccc1Br)N1CCN(c2ccccc2)CC1,12
CCC1CCCCN1CCCNC(=O)c1ccc(CS(=O)(=O)Cc2ccccc2F)o1 (stereo not given),13
CCOc1ccc(-n2cc(C(=O)NCc3ccco3)c3cc(OC)c(OC)cc3c2=O)cc1,-19
O=C(NC1CCS(=O)(=O)C1)c1ccc(S(=O)(=O)NCC2CCCO2)cc1 (stereo not given),-2
CC(=O)Nc1cccc(C(=O)Oc2cccc(C)c2)c1O,-14
CC(C)c1nc2sc3c(NCc4ccco4)ncnc3c2c2c1COC(C)(C)C2,-16
CCCc1cc(-c2ccc(O)c(OCC)c2)c(C#N)c(N)n1,-2
CC(=O)c1ccc(N2CCN(C(=O)C3CCCN(S(=O)(=O)c4cnc[nH]4)C3)CC2)cc1 (stereo not given),-41
COc1ccccc1N(CC(=O)Nc1ccc2c(c1)OCO2)S(=O)(=O)c1ccccc1,-2
COc1cccc(C2=NOC(C(=O)NC(C)(C)C)C2)c1 (stereo not given),-14
Cc1nc(Nc2ccccc2)[nH]c(=O)c1CCC(C)C,-6
CCOC(=O)N1CCN(C(=O)C2CC(c3cc(OC)ccc3OC)=NO2)CC1 (stereo not given),1
CC(=O)C1C(c2cccc(F)c2)NC(=O)NC1(O)C(F)(F)F (stereo not given),3
Cc1ccc(S(=O)(=O)CC(=O)Nc2ccc(S(=O)(=O)Nc3onc(C)c3C)cc2)cc1,6
COc1ccc(S(=O)(=O)N2CCCC2C(=O)Nc2nc3c(s2)CCCC3)cc1 (stereo not given),-32
COc1cccc(-c2nnc(SCC(N)=O)n2-c2ccc(Cl)cc2)c1,-8
Nc1nc2n(n1)C(c1cccs1)CC(c1ccccc1)N2 (stereo not given),-7
Nc1ccc(C(=O)c2ccc3c(c2)OCCO3)cc1N,-20
O=c1nc(NCc2ccco2)sc2ncccc12,-62
Cc1c(NC(=O)c2cccc(NC(=O)c3ccco3)c2)cccc1C(=O)O,-3
O=C1NC(c2ccco2)Nc2ccccc21 (stereo not given),-7
O=C(Cn1nnc(-c2ccc3c(c2)OCO3)n1)NCc1ccco1,-1
CNC(=O)NC(=O)CSc1cccc(C(F)(F)F)c1,1
O=C(CCN1Cc2ccccc2C1)c1ccc2c(c1)OCCO2,-14
COc1cccc(N(C(=O)c2ccn[nH]2)C2(C(=O)Nc3c(C)cccc3C)CCCCC2)c1,-51
COc1ccc(C2(O)CC3CCC(C2)N3c2nc(C)cc(C)c2C#N)cc1 (stereo not given),-27
O=C(O)CCc1nn2c3ccccc3nc2n(-c2ccccc2)c1=O,9
CC1=C(C(=O)Nc2ccc(C)cc2)C(c2ccc(C)o2)C2=C(CC(C)(C)CC2=O)N1 (stereo not given),0
CCC(Oc1ccc(C)c(C)c1)C(=O)O (stereo not given),-4
O=C(CCC1CCCC1)NCc1ccccn1,-1
Cc1ccc(-c2nc3ccccc3o2)cc1NC(=O)c1ccc2c(c1)OCO2,25
Cc1c(C(=O)OCCOC(C)C)[nH]c2c1C(=O)CC(C)(C)C2,5

# The listing continues.
SMILES,GBA activity up
COc1ccccc1NC(=O)CN1CCN(c2ccc(Cl)cc2)CC1,6
Cc1cc(C(=O)Nc2ccc3c(c2)OCCO3)c(C)o1,-14
Nc1ccc(N2CCCCC2)cc1N1CCCCC1,-21
Cc1cc(C(=O)OCC(=O)c2ccc3c(c2)OCCO3)c(C)o1,-10
COc1ccc(NC(=O)c2ccc(S(=O)(=O)N(C)C)cc2)cc1OC,58
Cc1ccc(S(=O)(=O)NCCC(=O)Nc2nnc(C3CC3)s2)cc1C,3
CCN(CC)CC#CCOC(=O)C(O)(c1ccccc1)C1CCCCC1 (stereo not given),-22
COc1ccc(C(=O)CSc2nc3nc(C)cc(C)c3c(=O)[nH]2)cc1OC,-4
CN(C)S(=O)(=O)c1ccc(C(=O)Nc2cccc(C(=O)O)c2)cc1,-36
COc1cc(Br)cc(-c2nc3c(c(=O)[nH]c(=O)n3Cc3ccccc3)n2C)c1O,4
CCOCCCn1c(=NC(=O)c2cccnc2)c(C(=O)OCC)cc2c(=O)n3ccccc3nc21,-21
O=C(Nc1ccc(Br)cc1Cl)Nn1cnnc1,-2
Cc1cc(C(=O)OCn2nnc3ccccc3c2=O)c(C)n1-c1ccccc1,6
COc1ccccc1N1CCN(C(=O)CSc2nnc(NC(=O)C3CCC3)s2)CC1,0
CC(C)CCNC(=O)CN(CCN1CCOCC1)C(=O)Cn1nnc(-c2ccc(F)cc2)n1,-12
Cc1ccc2[nH]c(=O)c(C(c3nnnn3CC3CCCO3)N3CCc4ccccc4C3)cc2c1 (stereo not given),1
Cc1cc(OC(=O)CNC(=O)OC(C)(C)C)c2c(C)cc(=O)oc2c1,-35
Cn1cnnc1SCC(=O)Nc1ccccc1Sc1ccccc1,-1
Nc1nc(C2CCCN2S(=O)(=O)c2ccc(Cl)cc2)cs1 (stereo not given),3
COc1ccc(NC(=O)CCc2nc(-c3ccc(C)cc3)no2)c(OC)c1,-13
Cc1cc(C(=O)OCC(=O)N2CC(=O)Nc3ccccc32)no1,4
NC(=O)C1CC(=O)N(c2ccc(OCC(=O)Nc3cccc(C(F)(F)F)c3)cc2)C1 (stereo not given),-26
Cc1cc(=O)oc2cc(OCC(=O)N3c4ccccc4CC3C)ccc12 (stereo not given),-5
CCOC(=O)c1ccc(N2C(=O)c3n[nH]c(C)c3C2c2ccc(OC)c(OC)c2)cc1 (stereo not given),-31
CCC12CN3CC(CC)(CN(C1)C3c1ccc(OC(C)C)cc1)C2=O (stereo not given),21
COc1cccc(CN2CCN(C(=O)c3cccc4ccccc34)CC2)c1OC,-24
Cc1ccc(Nc2nc(N)nc(CN3CCN(C)CC3)n2)cc1C,-4
O=C(Nc1cccc(C(F)(F)F)c1)C1C2CC3OC(=O)C1C3C2 (stereo not given),-23
CC(=O)N(Cc1cc2cc(C)c(C)cc2n2nnnc12)CC1COCCO1 (stereo not given),0
Oc1ccc2c(c1)oc1cc(O)ccc12,-8
CCCCOC(=O)C1=C(C)Nc2ncnn2C1c1ccc(OC)c(OC)c1 (stereo not given),-5
CN(C)c1ccc(NC(=O)CSCc2nc3c(nnn3Cc3ccc(F)cc3)c(=O)[nH]2)cc1,-27
Cc1c(NC(=O)c2cc(C(C)C)on2)c(=O)n(-c2ccccc2)n1C,-17
O=C(CN(CC(=O)N1CCOCC1)S(=O)(=O)c1ccc(Br)s1)N1CCOCC1,-1
O=C(O)CCc1ccc(-c2ccccc2)n1NC(=O)c1ccco1,-10
CCS(=O)(=O)c1nc(NC(C)=O)n[nH]1,-42
C/C(Nc1ccc(F)cc1)=C(/C#N)C(N)=O,-24
COc1ccc(C2(O)CC3CCC(C2)N3c2cc(C)nc(-c3ccccc3)n2)cc1 (stereo not given),-13
COc1ccccc1NC(=O)CSc1nccc(=O)[nH]1,0
CC(C)C(OC(=O)c1ccco1)C(=O)NC1CCCCC1 (stereo not given),3
COc1ccc2nc3oc(C(=O)NCc4cccs4)cc3cc2c1,-12
COc1cc(OC)cc(-c2nnc(SCC(=O)N3c4ccccc4Sc4ccccc43)o2)c1,-57
CCCC(=O)NCCCCNC(=O)CCC,-14
CCc1ccc(NC(=O)CS(=O)CC(=O)NCC2OCCc3ccccc32)cc1 (stereo not given),-2
COCC(=O)Nc1nc2n(n1)C(c1ccccc1)CC(c1ccc(OC)cc1)N2 (stereo not given),46
COc1cccc(C(c2nnnn2Cc2ccc(F)cc2)N2CCC(C(N)=O)CC2)c1OC (stereo not given),0
CCn1c2ccccc2c2cc(C3N=C(N)Nc4nc5ccccc5n43)ccc21 (stereo not given),-17
C=CCn1c(SCc2nc3ccccc3[nH]2)nnc1-c1ccncc1,-26
CCN1CCN(c2ncc(C(=O)Nc3cc(Cl)ccc3OC)c3ccccc23)CC1,-42
CCOC(=O)Cc1csc(NC(=O)c2cnc3scc(C)n3c2=O)n1,-21
COc1ccc2cc(C(c3nnnn3C(C)(C)C)N3CCc4ccccc4C3)c(=O)[nH]c2c1 (stereo not given),10
O=c1cc(N2CCc3ccccc3C2)[nH]c(=O)n1Cc1ccc(F)cc1,-23
Cc1ccc2c(c1)[C@H]1OCC[C@H]1[C@@H](c1ccncc1)N2,72*
CSc1nc2c(c(=O)n1Cc1ccccc1)SC(C)C2 (stereo not given),-20
O=C1OC(c2ccc(O)cc2)(c2ccc(O)cc2)c2ccccc21,-37
Cc1cc(NS(=O)(=O)c2ccc(NC(=O)CCCOc3ccc(Cl)cc3)cc2)no1,60
COc1ccccc1Cc1noc(C(C)(C)NC(=O)c2ccccc2)n1,-33
CC(=NCC1CCNCC1)C1=C(O)CC(C)(C)CC1=O,-2
O=C(Cn1ncc2ccccc21)N1CCN(c2cccc(C(F)(F)F)c2)CC1,-12
O=C(Nc1ccc(Cl)cc1)N(Cc1cccnc1)Cc1ccco1,-32

# The list continues:
SMILES,GBA activity up
CC1(C)CNC(=O)c2sc(NC(=O)CN3CCOCC3)nc2C1,-3
O=C(Nc1ccccc1)NC1CS(=O)(=O)CC1O (stereo not given),-1
COC(=O)[C@H]1C2CCC(C(=O)OC)(CC2)[C@H]1C(=O)OC,-9
Brc1ccc(-c2csc(/N=C/N3CCOCC3)n2)cc1,-2
O=C(c1oc2ccccc2c1CSCc1ccccc1)N1CCN(c2ncccn2)CC1,-4
COc1cccc(C2=NO[C@@H]3C(=O)N(Cc4ccccc4)C(=O)[C@H]23)c1OC,-85
O=C(CCSc1nc(-c2ccco2)cc(C(F)(F)F)n1)Nc1ccc2c(c1)OCO2,-14
Cc1ccc(-c2noc(CCC(=O)NCCCN3CCN(c4ccc(F)cc4)CC3)n2)cc1,-20
CC(C(=O)N1CCOCC1)N1c2cccc3cccc(c23)S1(=O)=O (stereo not given),-12
CC1CCCC(NC(=O)CSc2nnnn2C)C1C (stereo not given),-32
O=C(NCc1ccco1)C(c1ccco1)N(C(=O)Cn1nnc2ccccc21)c1ccc2c(c1)CCC2 (stereo not given),-7
